Autophagy mod: modulators of autophagy | AID 463193 | 0.98% of 190,000 active | calls only at 10 µM (by protocol) | MEF GFP-LC3 puncta imaging; test concentration mostly 10 µM;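 active = percentage of spot-positive cells more than 3 SD above its plate mean, without a fluorescence outlier flag or 80% toxicity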;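 note: spot-positive cell cutoff set from DMSO-treated cells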
T cell HTS: modulates CD8 T cell binding to vesicles. 2C CD8+ T cell-vesicle binding, flow cytometry; stronger effect = lower value. 0.068% of 330,000 active. calls only at 7 µM;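 active = response, share of CD8 T cells binding vesicles, and their 90th percentile fluorescence all below set limits, cut at about 80% in these data, passing the limit was not always enough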
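Test system: purified 2C TCR transgenic mouse naive CD8+ T cells. Probe or stimulus: QL9-peptide-loaded Drosophila micro-vesicles bearing Ld, ICAM-1 and B7-1. Incubation: binding step 1.5 h, 37 °C, antibody labelling 20 min, ice. Measured by: flow cytometry of vesicle-bound cells.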
human PMI inhibitors: human PMI inhibitors, high substrate, primary screen, biochemical, fluorescence intensity, high mannose 6-phosphate (AID 1220); recombinant PMI enzyme, coupled fluorescence intensity; higher % means a stronger effect; inhibition, % at 20 µM, or IC50 in µM where a hit was titrated; 0.66% of 190,000 active
Insulin prom up: MIN6 insulin promoter up-regulation; MIN6 insulin promoter-GFP reporter, high-content imaging; stronger effect = higher value; z-score at 5 µM; 0.3% of 190,000 active;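 active = z-score above 3 at 5 µM with at least 500 cells counted in the well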
MT stabilize HCS: microtubule stabilizers in HeLa cells; HeLa tubulin immunostaining HCS, 24 h; share of cells brighter than vehicle mean+2SD; % tubulin-high responders, % at 10 µM; 0.83% of 200,000 active; AID 2205;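 active = plate Z-score above 3 for both tubulin-high and condensed-nucleus cell shares, with cell loss under 80%, at 10 µM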;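 note: anti alpha tubulin signal scored within the nucleus-defined area of each cell; some results filed as inactive read as strong as hits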
bCat nuc transl: alters nuclear translocation of beta-catenin in HeLa cells. 0.3% of 190,000 active. nuclear translocation activity, % at 5 µM. immunofluorescence imaging. AID 1665;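 active = nuclear translocation activity above 50% at 5 µM, with a well cell count of 50 or more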;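 note: per-cell ratio of nuclear to cytoplasmic median beta-catenin stain intensity; plate controls were DMSO negative control for no effect and GSK-3 inhibitor IX positive control for full effect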
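test system = HeLa cells, endogenous beta-catenin | dosing = single 5 µM dose plus 0.02–20 µM confirmation series | times = compound treatment 24 h, 37°C, 5% CO2 | technique = beta-catenin immunofluorescence imaging with DAPI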
human PMI inhibition: inhibitors of human PMI, primary screen, biochemical, fluorescence intensity, coupled assay (AID 1209); 0.42% of 190,000 active; inhibition, % at 20 µM; hits with a dose series show IC50 in µM; purified PMI enzyme, coupled fluorescence intensity; higher % means a stronger effect;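 note: plate controls were DMSO vehicle for no effect and wells lacking substrate for full effect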
Lipid droplet: hepatic lipid droplet formation modulation. 0.4% of 240,000 active. AID 1656. inhibition, % at 6.5 µM. AML12 mouse hepatocytes, oleate lipid droplets, BODIPY imaging;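 active = lipid droplet intensity inhibited by at least 50%, with more than 500 cells counted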
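Assay system: AML12 hepatocytes (mouse); Probe or stimulus: oleic acid at 100 µM to induce lipid droplet formation; Dosing: compound at 6.5 µM only; Schedule: compound with oleate, overnight; Detection: fluorescence imaging, 20x objective, two fields per well; Measure: % inhibition of lipid droplet signal.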
TNAP activation fold: stimulation of alkaline phosphatase TNAP activity – biochemical, luminescent, no phosphate acceptor, uHTS, primary screen (AID 1001); purified TNAP, luminescent activation assay, no phosphate acceptor; higher activation fold means a stronger effect; one-dose activation fold at 20 µM; EC50 in µM for titrated hits; 0.03% of 200,000 active; in the data active = activation fold from about 3, or a potency from the dose series; inactive = the rest, 99 in 100 with activation fold below about 1.6; note: many of its hits are not listed in these tables
Insulin prom up cell count: also measured in Insulin prom up; calls as there; cell count; measured here: cytotoxicity, nuclei count;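 total cells summed across four imaged fields per well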
Lipid droplet cells 6.5 µM: also measured in Lipid droplet; calls as there; cell count; measured here: cell count, cytotoxicity flag;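 cells counted across two imaged fields per well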
bCat nuc transl cell count 5 µM: second read-out of bCat nuc transl, no call of its own (marks repeat the call); cell count; measured here: cell count, cytotoxicity flag
T cell HTS vesicle-bound %: also measured in T cell HTS; calls as there; double positive events, %; measured here: CD8+ vesicle-bound cell fraction;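 binding gate set so that unloaded-vesicle control wells show 10% double positive cells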
MT stabilize HCS Hoechst-high %: further read-out of MT stabilize HCS, marked with its call; % Hoechst-high responders; measured here: nuclear condensation Hoechst responders;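 share of cells brighter than vehicle mean plus two SD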
MT stabilize HCS cytotoxicity %: second read-out of MT stabilize HCS, no call of its own (marks repeat the call); toxicity, %; measured here: cytotoxicity by cell density;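 0% = mean cell density of plate MIN control wells and 100% = no cells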
Autophagy mod cell loss 18 h: also measured in Autophagy mod; calls as there; toxicity, %; measured here: cell loss, nuclei count;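 cell loss after 18 h compound exposure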
An asterisk follows results filed as active; i = inactive; nt = not tested or not shown. Cut-off read from the data, not from the text of the source, unless noted: active = inhibition above about 50%; inactive = the rest.

SMILES	Autophagy mod	Autophagy mod cell loss 18 h	T cell HTS	T cell HTS vesicle-bound %	human PMI inhibitors	Insulin prom up	Insulin prom up cell count	MT stabilize HCS	MT stabilize HCS Hoechst-high %	MT stabilize HCS cytotoxicity %	bCat nuc transl	bCat nuc transl cell count 5 µM	human PMI inhibition	Lipid droplet	Lipid droplet cells 6.5 µM	TNAP activation fold
O=C(O)CCC(=O)Nc1ccc(F)cc1	i	-4	i	55	1%	0.47	971	1.6	1.8	7.0	-1.2	1203	4%	5	763	1.1
Cc1c(Br)c([N+](=O)[O-])nn1CC(=O)NCc1ccco1	i	-57	i	44	-4%	0.18	1473	2.4	2.4	11	-4.7	1183	4%	-1	524	1
Cn1nc(C(=O)OCc2ccc(Br)cc2F)c2ccccc2c1=O	i	-4	i	33	-3%	-1	1235	1.6	1.3	4.9	1.8	1094	-13%	-6	663	1
O=C(NCCCN1CCOCC1)c1ccc(CS(=O)(=O)c2c(Cl)cccc2Cl)o1	nt	nt	i	53	12%	0.58	2037	6.6	1.7	4.7	-2.1	1129	13%	6	618	1.1
Cc1ccc(OCC(=O)Nc2ccc3c4c(cccc24)CC3)c(C)c1	i	-6	i	57	0%	-0.7	1130	1.1	2.2	7.2	nt	nt	6%	-6	716	1.1
C/C(=N\NC(=O)CNc1cccc2ccccc12)c1ccc(Br)s1	i	18	i	51	52%*	0.3	1387	5.7	1.4	6.1	1.1	1088	17%	-8	598	1.1
CCC1Oc2ccc(C)cc2N(CC(=O)N(Cc2ccncc2)Cc2ccco2)C1=O (stereo not given)	i	4	i	7	4%	nt	nt	4.2	2.5	6.5	-2.4	492	-3%	-28	743	1.1
CCc1nc(SCC(=O)N2CCCC2)c2ccccc2n1	i	-25	i	8	6%	-0.06	1299	2.5	3.1	3.9	-6.1	1268	9%	-1	791	1.1
CCNS(=O)(=O)c1ccc(NS(=O)(=O)c2cc(C)ccc2C)cc1	i	0	i	42	10%	0.66	1235	4.0	2.4	7.0	2.0	1167	9%	-3	771	1.1
CCc1c(C)nc2cc(-c3ccc(OC)c(OC)c3)nn2c1N1CCC(C)CC1	i	-6	i	26	6%	0.13	1519	1.1	1.9	12	1.3	1246	12%	nt	nt	1

Full records, quoted from the list. Values in the order: Autophagy mod	Autophagy mod cell loss 18 h	T cell HTS	T cell HTS vesicle-bound %	human PMI inhibitors	Insulin prom up	Insulin prom up cell count	MT stabilize HCS	MT stabilize HCS Hoechst-high %	MT stabilize HCS cytotoxicity %	bCat nuc transl	bCat nuc transl cell count 5 µM	human PMI inhibition	Lipid droplet	Lipid droplet cells 6.5 µM	TNAP activation fold
CCNS(=O)(=O)c1ccc(NS(=O)(=O)c2cc(C)ccc2C)cc1 is entered as i	0	i	42	10%	0.66	1235	4.0	2.4	7.0	2.0	1167	9%	-3	771	1.1
CCc1nc(SCC(=O)N2CCCC2)c2ccccc2n1 is entered as i	-25	i	8	6%	-0.06	1299	2.5	3.1	3.9	-6.1	1268	9%	-1	791	1.1
Cc1c(Br)c([N+](=O)[O-])nn1CC(=O)NCc1ccco1 is entered as i	-57	i	44	-4%	0.18	1473	2.4	2.4	11	-4.7	1183	4%	-1	524	1

Other compounds follow.
SMILES	Autophagy mod	Autophagy mod cell loss 18 h	T cell HTS	T cell HTS vesicle-bound %	human PMI inhibitors	Insulin prom up	Insulin prom up cell count	MT stabilize HCS	MT stabilize HCS Hoechst-high %	MT stabilize HCS cytotoxicity %	bCat nuc transl	bCat nuc transl cell count 5 µM	human PMI inhibition	Lipid droplet	Lipid droplet cells 6.5 µM	TNAP activation fold
O=C(CSc1nncn1-c1cccnc1)N(c1ccccc1)c1ccccc1	i	3	i	36	1%	0.04	1328	1.2	1.0	2.2	4.2	1030	3%	-15	676	1
C=CCNC(=S)Nc1ccc(OC)c(S(=O)(=O)N2CCOCC2)c1	i	-17	i	13	-9%	0.07	1256	2.2	0.9	6.0	-4.3	1128	-4%	30	683	1.1
COc1ccc(OC)c(-c2nc(C)sc2CC(=O)O)c1	i	-7	i	30	-11%	0.38	1298	2.1	1.5	2.9	-0.7	1186	-6%	0	753	1.1
O=C1CN(C(=O)c2ccc(Cl)nc2)c2ccccc2N1	i	1	i	11	-10%	-0.43	1192	5.6	3.7	9.4	-2.0	1099	-14%	-19	705	1.1
Cc1cc2cc(C)c3nnc(SCC(=O)Nc4ccc(S(=O)(=O)N5CCCCC5C)cc4)n3c2cc1C (stereo not given)	i	-10	i	41	-14%	-0.4	1071	1.0	4.3	8.9	1.1	872	1%	15	707	0.9
CCCCn1c(-c2csc(CCC)c2)n[nH]c1=S	i	-1	i	62	-2%	nt	nt	1.7	2.6	10	-1.2	1052	9%	-6	712	0.7
CCC(O)C1CCN(Cc2cn(-c3ccc(OC)cc3)nc2-c2cccc(F)c2)CC1 (stereo not given)	i	15	i	61	-9%	0.52	1384	3.4	1.8	7.1	-1.7	1042	-2%	-8	670	1.1
CN(O)/C=N/C(=S)Nc1ccc(Cl)cc1Cl	i	1	i	32	31%	-0.65	1496	2.5	3.7	8.1	0.2	939	nt	1	543	1.2
Cc1nn(C)c(-c2n[nH]c(=S)n2-c2ccccc2)c1Cl	i	-13	i	29	7%	0.09	1345	3.0	1.8	1.8	0.5	568	3%	7	727	1
CCOC(=O)c1snc(-c2ccc(F)cc2)c1N	i	0	i	45	8%	-0.37	1095	2.3	2.0	4.9	-6.8	974	4%	nt	nt	1.1
CCCOc1ccccc1N/C(=N/c1nc(C)cc(C)n1)NC(=O)Nc1ccc(Cl)cc1	i	22	i	48	9%	1.2	644	0.6	1.8	8.9	-1.9	769	10%	nt	nt	1
Cn1c(N/N=C\c2cccc(O)c2)cc(=O)n(C)c1=O	i	-4	i	47	17%	0.13	1518	6.4	1.9	5.1	-0.4	1083	8%	-8	668	1.1
O=C(Nc1nnc(CCS(=O)(=O)c2ccc3ccccc3c2)s1)c1cccs1	i	2	i	52	-8%	0.33	1353	2.4	2.8	4.8	-0.5	917	7%	6	677	1.2
Cc1cc(C)cc(NC(=S)NC2CC3CCC(C2)N3Cc2ccco2)c1 (stereo not given)	i	-32	i	50	2%	-0.22	1506	4.0	2.9	8.7	-1.7	1404	1%	nt	nt	1.1
Cc1ccc(N2CC(=O)N(NC(=O)c3sc4nc(C)cc(C)c4c3N)CC2=O)cc1	nt	nt	i	20	nt	-0.1	1160	nt	nt	nt	-0.7	1325	nt	-10	692	nt
Cc1ccccc1OCCn1c(CCNC(=O)C(C)C)nc2ccccc21	i	5	i	46	-1%	-0.22	1540	3.1	3.0	5.4	-2.2	1162	5%	-19	738	1
O=C(NNC(=S)Nc1ccccc1)c1cccc(Br)c1	i	-9	i	32	-9%	nt	nt	1.9	1.3	8.5	nt	nt	-1%	-8	758	1.3
COc1cc(Cl)c(C)cc1NC(=O)c1ccc(S(C)(=O)=O)cc1	i	32	i	30	-10%	-0.54	1372	4.7	3.4	11	0.2	1105	-8%	7	669	1
O=C(Nc1ccncc1)c1sc2ccccc2c1Cl	i	-23	i	20	2%	-1.1	1087	2.7	0.7	8.6	1.5	937	3%	11	743	1
COc1ccc(Nc2nc(NC(C)(C)C)nc(N3CCOCC3)n2)c(OC)c1	i	-35	i	57	15%	-0.36	1309	3.2	2.0	8.2	0.0	1462	13%	10	632	1.1
CCOc1ncccc1C(=O)N1CCN(S(=O)(=O)c2ccc(Br)cc2Cl)CC1	i	0	i	37	-3%	-0.69	1361	6.3	2.1	11	-1.7	1082	-10%	-17	655	1
CCSc1oc(-c2ccco2)nc1S(=O)(=O)c1ccc(F)cc1	i	-11	i	38	-64%	-0.67	1358	4.4	2.4	5.7	-0.7	1122	-17%	-81	616	1.1
OCCN1CCN(c2nc(-c3ccccc3)c3cc(Cl)ccc3n2)CC1	i	1	i	45	21%	-0.95	1601	i	nt	100	1.3	1323	26%	nt	nt	1
CN(CCC#N)C(=O)COC(=O)c1ccc2c(=O)n3c(nc2c1)CCC3	i	-11	i	47	-7%	-0.06	1184	3.0	1.7	1.1	0.8	1064	-15%	-3	704	1.1
CCN(CC(=O)Nc1cccc(OC)c1)c1ncnc2sc(C)c(C)c12	i	-13	i	56	2%	0.47	1388	1.5	1.6	1.8	-2.2	1112	12%	-1	561	1
CNC(=O)CN(c1ccc(F)cc1)S(=O)(=O)c1cc(C)ccc1OC	i	4	i	10	1%	nt	nt	2.1	2.7	7.8	nt	nt	2%	24	800	1.1
Cc1cc(NC(=O)c2cccc(S(=O)(=O)N3CCOCC3)c2)no1	i	-4	i	31	-2%	-0.21	836	2.8	1.1	5.7	-2.6	1202	-2%	-2	765	1.1
NS(=O)(=O)c1ccc(NC(=O)COC(=O)c2cc([N+](=O)[O-])ccc2Cl)cc1	nt	nt	i	44	nt	-0.09	1500	nt	nt	nt	-3.4	1238	nt	-3	762	nt
CC(C)N1C(=O)N(c2ccccc2)C(C)(O)CC1(C)C (stereo not given)	i	8	i	48	-8%	0.29	1464	4.6	1.6	7.7	-0.8	1088	6%	13	603	1.1
CC1(C(=O)O)CCC(C(=O)N2CCOCC2)C1(C)C (stereo not given)	i	-12	i	47	-1%	0.26	1229	4.3	2.2	5.5	-0.9	1171	2%	nt	nt	1.1
Cc1nc(NC(=O)CSc2nnc(N)s2)c(Cl)cc1Cl	i	2	i	63	-53%	0.01	1235	4.6	2.2	0.6	-4.3	991	-29%	20	705	1.2
O=C1C=C(N2CCCCCC2)C2(CCCCC2)O1	i	13	i	64	8%	-0.02	1329	4.1	2.0	6.0	0.8	1453	2%	-10	726	1.1
CS(=O)(=O)N(CC(=O)Nc1ccc(F)cc1F)c1cccc([N+](=O)[O-])c1	i	-1	i	31	10%	-0.04	1494	1.7	1.3	7.3	-1.1	1309	10%	nt	nt	1.1
Cc1cccc(NC(=O)c2onc3c2CCCC3)c1C	i	21	i	14	-3%	-1	1704	1.9	1.9	6.5	-0.5	1369	-6%	nt	nt	1
Cc1nc(SCC(=O)Nc2nc3ccccc3s2)c(C#N)c(C)c1C	i	-7	i	22	-7%	-0.28	1243	2.7	4.3	6.8	-1.9	518	-18%	17	612	1.1
Cc1ccc2cc(COC(=O)c3ccncc3)c(=O)[nH]c2c1	i	2	i	53	0%	0.94	1471	3.2	1.7	9.4	-1.9	959	-3%	nt	nt	1

Screening data: PubChem BioAssay, several laboratories
